# Screens deposited in PubChem by several laboratories.
# PG9 Ab binder: binders of HIV-1 gp120 antibody PG9, primary screen, biochemical, TR-FRET | HIV-1 gp120 / PG9 antibody interaction | AID 624416, 2012 | TR-FRET gp120-PG9 antibody binding | 360,000 compounds, 0.43% hits | inhibition, % at 6.7 µM; in the data active = inhibition above about 8.5%
# LEDGF integ inh: blockers of LEDGF/p75-dependent integrase strand transfer – biochemical, TR-FRET, high throughput, primary screen | 370,000 compounds, 0.64% hits | HIV-1 integrase (with human LEDGF/p75) | AID 743269, 2014 | inhibition, % at 3.7 µM | TR-FRET IN-LEDGF/p75 DNA integration, Eu/Cy5;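 active = inhibition above the screen-wide mean plus 3 SD, cut at about 13% in these data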;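 note: signal is the Cy5 over europium emission ratio at 671 and 618 nm; 0% = plate median of compound wells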
# MBD2 inh: inhibitors of MBD2 binding to methylated DNA, primary screen, biochemical, TR-FRET, DNA-binding domain, human. Methyl-CpG-binding domain protein 2 (Homo sapiens), Q9UBB5. 370,000 compounds, 0.31% hits. AID 686964, 2013. MBD2 binding to methylated oligonucleotide. inhibition, % at 4.4 µM; in the data active = inhibition above about 13%
# PRMT1 inh: PRMT1 methyltransferase inhibitors, primary screen, biochemical, fluorescence polarization | Protein arginine N-methyltransferase 1 (Homo sapiens), Q99873 | recombinant PRMT1, activity-based probe fluorescence polarization | inhibition, % at 2.79 µM | 370,000 compounds, 1.3% hits | AID 652257, 2013;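 active = inhibition above about 21% made by adding two undisclosed values, limit read from the data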
# TCR-CD3 inh: inhibitors of human TCR-CD3 interaction, primary screen, biochemical, fluorescence, TAMRA-labeled TCR probe | T-cell receptor (TCR) | 360,000 compounds, 0.37% hits | inhibition, % at 9.4 µM | AID 651800, 2012; in the data active = inhibition above about 19%;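 note: recombinant mutant TCR 2C K166C tagged with TAMRA read by polarization; 0% = receptor in buffer alone and 100% = receptor with positive control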
# UHRF1 MBD2 ctr: UHRF1 methylated DNA binding inhibitors, primary screen, counter-screen for MBD2 inhibitor project, biochemical, TR-FRET, human UHRF1, single concentration | 370,000 compounds, 0.75% hits | E3 ubiquitin-protein ligase UHRF1 (Homo sapiens), Q96T88 | UHRF1 binding to methylated oligo | inhibition, % at 4.4 µM | AID 687016, 2013; in the data active = inhibition above about 21%;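 note: UHRF1 SRA domain binding a hemimethylated CpG hairpin DNA probe; 0% = median of test compound wells and 100% = reference inhibitor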
# Rev-erbA mod: modulators of Rev-erb alpha DNA binding, primary screen, biochemical, FITC-DNA, fluorescence polarization, uHTS. Nuclear receptor subfamily 1 group D member 1 (Homo sapiens), P20393. Rev-erbα–FITC-DNA binding, 90 min. 370,000 compounds, 0.79% hits. AID 1259318, 2017. activity, % at 10 µM;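 active = activity above about 14%, limit read from the data; passing the limit was not always enough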;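 note: 0% = DMSO wells with 35 nM protein and 100% = DMSO wells with 750 nM protein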
# mABHD4 FP: ABHD4 inhibitors, primary screen, biochemical, fluorescence polarization, mouse; (Lyso)-N-acylphosphatidylethanolamine lipase (Mus musculus), Q8VD66; purified mABHD4, FP-Rh probe fluorescence polarization; inhibition, % at 8.92 µM; 370,000 compounds, 0.54% hits; AID 720543, 2013;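 active = inhibition exceeding the mean over every tested compound plus 3 SD, cut at about 30% in these data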;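 note: 0% = plate median of compound wells and 100% = S159A mutant with DMSO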
# Target sequence (Q8VD66 whole entry, looked up): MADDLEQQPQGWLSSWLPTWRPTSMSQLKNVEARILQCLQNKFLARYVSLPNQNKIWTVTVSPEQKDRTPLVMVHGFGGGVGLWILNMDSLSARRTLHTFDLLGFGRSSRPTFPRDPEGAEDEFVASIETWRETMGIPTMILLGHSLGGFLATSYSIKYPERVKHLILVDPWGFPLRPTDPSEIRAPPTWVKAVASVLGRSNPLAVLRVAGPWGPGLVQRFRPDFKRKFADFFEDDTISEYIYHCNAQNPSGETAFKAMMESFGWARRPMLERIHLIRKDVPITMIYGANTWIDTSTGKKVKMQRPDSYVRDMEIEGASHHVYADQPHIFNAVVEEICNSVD
#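 Assay system: mouse ABHD4 enzyme, wild type / Also added: fluorescent activity-based probe FP-Rh / Doses: single nominal dose of 8.92 µM, 0.89% DMSO final / Timing: 45 min compound pre-incubation plus 60 min probe step, 25 °C / Signal: FP readout, ex 525 nm / em 598 nm / Control set: S159A mutant/DMSO as 100%, compound-well median as 0%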
# HTRA1 inh: HTRA1 serine protease inhibitors, primary screen, biochemical, fluorescence polarization, HTS | Q92743 | recombinant HTRA1, FP-rhodamine activity-based probe | inhibition, % at 5.96 µM | 340,000 compounds, 0.5% hits; in the data active = inhibition above about 36%;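 note: 0% = enzyme with DMSO and 100% = wells lacking enzyme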
# Target sequence (Q92743 whole entry, looked up): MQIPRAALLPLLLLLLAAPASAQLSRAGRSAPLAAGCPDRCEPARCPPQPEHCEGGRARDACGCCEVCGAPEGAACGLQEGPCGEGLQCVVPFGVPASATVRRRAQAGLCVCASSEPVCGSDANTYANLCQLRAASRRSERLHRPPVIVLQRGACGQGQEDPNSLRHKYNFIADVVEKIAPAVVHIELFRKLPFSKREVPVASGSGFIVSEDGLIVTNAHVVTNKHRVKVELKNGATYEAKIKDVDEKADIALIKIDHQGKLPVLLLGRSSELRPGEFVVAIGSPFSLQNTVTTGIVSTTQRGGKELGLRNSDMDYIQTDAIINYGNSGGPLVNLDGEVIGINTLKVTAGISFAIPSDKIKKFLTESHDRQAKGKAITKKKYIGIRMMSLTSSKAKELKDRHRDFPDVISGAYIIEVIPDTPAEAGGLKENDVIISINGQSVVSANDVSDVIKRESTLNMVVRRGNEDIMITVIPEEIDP
# rCAG binder: binders of r(CAG) RNA repeats, primary screen, biochemical, fluorescence. r(CAG) RNA repeat, TO-PRO-1 dye displacement fluorescence. inhibition, % at 3 µM. 370,000 compounds, 1.3% hits. AID 651821, 2012;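 active = inhibition above the plate cutoff, the mean of all test compounds on that plate plus 3 SD, cut at about 35% in these data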;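 note: 0% = DMSO alone and 100% = 100 µM mitoxantrone as full dye displacement; higher means more dye released from RNA so lower well fluorescence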
# Active calls of the source: *; / = no result given. Only part of the results is shown; rates above refer to the full screens.
SMILES,PG9 Ab binder,LEDGF integ inh,MBD2 inh,PRMT1 inh,TCR-CD3 inh,UHRF1 MBD2 ctr,Rev-erbA mod,mABHD4 FP,HTRA1 inh,rCAG binder
CS(=O)(=O)N1CCC(C(=O)NCCc2ccccc2)CC1,1.1,-3,3,0,-2,2,-6,3,5,-1
COc1ccc(S(=O)(=O)N2CCCN(CCC(=O)Nc3cccc(C(F)(F)F)c3)CC2)cc1,-1.7,1,1,-3,-5,-1,4,-2,-15,-7
Cc1cc(C)n2ncc(C(=O)Nc3ccc(Cl)c(Cl)c3)c2n1,-0.2,1,-1,8,-4,-3,4,-6,-5,6
O=C(CN1C(=O)C2CC=CCC2C1=O)NCc1cccs1 (stereo unspecified),-0.9,-4,-2,1,1,1,10,3,4,2
O=C(O)CCc1n[nH]c(=S)[nH]c1=O,0.9,-7,0,8,-3,17,-3,1,7,2
Cc1ccc(S(=O)(=O)NCc2ccncc2)cc1C,1.0,5,-1,-1,5,-2,-1,-1,-3,1
N#CCN(CC#N)C(=O)C1c2ccccc2Oc2ccccc21,-0.1,-3,3,3,3,1,-8,-2,7,-2
Cc1c(C(=O)N2CCC3(CC2)CC(=O)c2ccccc2O3)cccc1[N+](=O)[O-],1.0,-1,2,-1,1,-1,-7,0,1,-4
CCOc1ccc(S(=O)(=O)N2CCCC(C(=O)NC3CC3)C2)cc1Cl (stereo unspecified),-0.5,-1,-2,1,9,0,-3,0,-1,-5
CC(C)(C)c1cnnn1-c1ccc(NC(=O)c2ccc(Br)o2)cc1,-3.5,1,-5,5,5,-1,6,0,-8,-6
CCc1ccc(S(=O)(=O)N2c3ccc(C)cc3C3CN(C)CCC32)cc1 (stereo unspecified),1.1,3,6,4,-6,4,4,-4,-2,-5
COc1cc(C(=O)c2ccccc2)c([N+](=O)[O-])cc1OC,-2.0,1,2,1,0,3,0,-1,/,-1
O=C(N/N=C/c1ccc[nH]1)c1ccc2c(c1)OCO2,1.8,3,-2,-2,8,-1,-16,7,5,0
CCOC(=O)C1CCCN(S(=O)(=O)c2cccc3cccnc23)C1 (stereo unspecified),-2.5,-1,4,-3,3,0,-8,2,-3,-6
CCC(C(=O)N1CCN(c2ccccc2OC)CC1)c1ccccc1 (stereo unspecified),-1.0,-1,-1,7,-5,0,1,10,-1,-2
CC(NC(=O)NC(=O)c1ccc(Cl)cc1)c1ccccc1 (stereo unspecified),-2.4,1,1,-3,2,-2,-7,0,-11,-7
CCOc1ccc(C(C(=O)NCC2CCCO2)N(C(=O)c2snc(C(N)=O)c2N)c2cccc(F)c2)cc1 (stereo unspecified),-1.5,1,0,-2,1,-2,3,-12,-6,0
COc1ccc(/C=C/c2nc(S(=O)(=O)c3ccccc3)c(NCCCN(C)C)o2)cc1OC,-6.7,-8,1,2,-2,-1,-3,0,-2,0
COc1ccc(NC(=O)CC2Oc3ccc(C)cc3NC2=O)cc1 (stereo unspecified),0.1,-2,3,10,-11,1,-1,1,-2,3
COc1ccccc1NC(=O)C(=O)N1N=C(C(C)C)CC1(O)C(F)(F)F (stereo unspecified),-0.7,5,-6,3,-3,2,6,-6,-2,6
COc1ccc2[nH]c3c(c2c1)CCN[C@]31C(=O)N(C)c2ccc(Br)cc21,/,2,1,-3,/,-2,2,7,/,3
COc1cc(C(=O)N2CCN(C(=O)C3CC3)CC2)cc(OC)c1OC,-1.1,5,-3,-2,9,1,8,-2,4,-1
Cc1cc(C(=O)COC(=O)C2=NNC(=O)CC2)c(C)n1CCc1ccccc1,-2.0,8,-7,3,6,-1,-6,2,-6,-1
O=C(CSc1nc2ccccc2c(=O)n1NC(=O)Cc1ccccc1)NCCc1ccccc1,-0.8,0,-3,-1,-6,-4,0,-3,-4,2
Cc1cccc2c1NC(=O)C2=O,-2.9,9,5,15,1,9,-4,13,23,12
N#Cc1ccc[n+](CC(=O)c2ccc(Cl)cc2)c1,-0.6,1,-8,17,-5,-4,3,9,1,1
CCOC(=O)N1CCN(c2cc(C)nc3nc(C)nn23)CC1,0.7,7,-3,-6,-11,3,1,-6,2,3
O=C(c1ccccc1)c1c[nH]c(C(=O)NNc2ccccc2)c1,-4.0,3,0,6,-1,1,3,0,-2,-1
Cc1ccccc1COc1cccn2c(N(C)C(=O)CCC3CCCC3)c(C)nc12,-3.2,-5,0,1,-1,-2,3,4,/,-2
Cc1ccc(-c2nnc(SCC(=O)NC3CC3)o2)cc1,-0.3,0,-5,-3,0,-4,0,-5,0,1
Cc1ccccc1NC(=O)OCc1ccccc1,-0.1,-11,0,-4,-6,1,-3,-1,-2,2
O=C(Nc1ccncc1)Nc1cccc(C(F)(F)F)c1,-0.3,0,-1,2,10,-2,-4,-19,-19,2
Cc1ccc(NC(=O)c2nc[nH]c2C(=O)N2CCN(C(=O)OC(C)(C)C)CC2)cc1,0.0,2,-8,-1,2,-4,-4,-1,-11,-5
OCC1(Cc2ccccc2)CCCN(Cc2ccc(-c3ccco3)cc2)C1 (stereo unspecified),0.1,-2,0,5,-5,-1,4,2,-34,-2
CC(=O)N1CCN(c2ccc(N3CCN(C(C)=O)[C@H](C)C3)c(C)c2)[C@H](C)C1,-0.7,3,-1,0,8,-3,-1,-13,/,2
CC1CC(C)CN(CCCNC(=O)c2ccc(CS(=O)(=O)Cc3ccccc3F)o2)C1 (stereo unspecified),0.6,0,-4,-4,2,1,0,0,1,-1
O=C(Nc1ccccc1Cl)c1ccc([N+](=O)[O-])o1,-1.2,-2,3,1,6,-2,3,1,7,1
CC(=O)Nc1cccc(C(=O)N(CCc2ccccc2)Cc2ccccc2)c1,-1.1,3,-3,0,-5,4,-4,-4,-12,-4
N#CC1(NC(=O)COC(=O)c2ccc(Cl)nc2)CCCCC1,-1.3,-2,-3,-1,-2,1,6,3,6,2
CC(C)c1ccc(NC(=O)COc2nnc(-c3cccs3)c(-c3cccs3)n2)cc1,-2.1,-1,0,1,0,1,5,-5,-23,8

# Five compounds from above, reduced to Rev-erbA mod, UHRF1 MBD2 ctr and HTRA1 inh:
smiles	Rev-erbA mod	UHRF1 MBD2 ctr	HTRA1 inh
Cc1ccccc1NC(=O)OCc1ccccc1	-3	1	-2
CC1CC(C)CN(CCCNC(=O)c2ccc(CS(=O)(=O)Cc3ccccc3F)o2)C1 (stereo unspecified)	0	1	1
Cc1ccccc1COc1cccn2c(N(C)C(=O)CCC3CCCC3)c(C)nc12	3	-2	/
Cc1ccc(-c2nnc(SCC(=O)NC3CC3)o2)cc1	0	-4	0
Cc1cccc2c1NC(=O)C2=O	-4	9	23

# Other entries follow:
SMILES,PG9 Ab binder,LEDGF integ inh,MBD2 inh,PRMT1 inh,TCR-CD3 inh,UHRF1 MBD2 ctr,Rev-erbA mod,mABHD4 FP,HTRA1 inh,rCAG binder
Cc1cccc(-c2ccc3[nH]c4c(c3c2)CCN2C[C@H]3[C@H](C)ON(C)[C@H]3C[C@@H]42)c1,-3.1,-1,1,4,-6,-3,-6,3,-2,5
O=C(Cn1c(=O)n(CCC(=O)N2CCCCC2)c(=O)c2sccc21)NCc1ccccc1,-2.4,4,-1,1,10,0,-2,4,4,-1
Cc1c(NC(=O)CSc2nnnn2-c2ccc(F)cc2)c(=O)n(-c2ccccc2)n1C,-2.0,2,-1,-3,4,-3,3,0,0,-1
O=C(NC1CC1)C1CC(=O)N(c2ccccc2)C1 (stereo unspecified),-1.7,0,-2,-3,4,1,-5,0,-5,-1
Cc1ccc(S(=O)(=O)Nc2ccc(NC(=O)c3ccc(F)cc3)cc2)cc1,-1.8,2,2,-1,-1,-2,1,1,-5,3
O=C(Nc1ccccc1)Nc1ccc(C(F)(F)F)cn1,0.7,-3,1,5,-2,1,-1,-2,-1,0
COc1cccc(CNC(=O)Cn2ccc3cc(S(=O)(=O)N4CCCCCC4)ccc32)c1,-1.3,0,-5,-3,0,-1,1,-2,-24,4
O=C(CCCCCn1c(=S)[nH]c2ccsc2c1=O)NC1CCCCC1,0.1,0,3,-3,-6,3,-3,-7,-1,0
O=C(Cn1c(=O)oc2cc(S(=O)(=O)N3CCCC3)ccc21)N1CCN(c2ccccc2F)CC1,0.5,-3,3,2,0,1,-6,5,4,3
Cc1nnc(SCc2ccccc2)n1CC1CCCO1 (stereo unspecified),1.5,-1,4,-1,-5,3,2,12,-2,-4
CS(=O)(=O)Nc1nnc(C2CCCC2)s1,-1.3,-1,-3,-2,5,-1,-3,2,-3,2
O=C(CN1CCN(S(=O)(=O)c2cccc(Br)c2)CC1)NCCc1cccs1,0.4,-3,0,0,-5,0,-3,3,6,-1
CC(C)N(Cc1nc(-c2ccc(Cl)cc2)no1)C(=O)/C=C/c1ccccc1,0.4,-1,1,-2,0,-5,-4,-22,-55,0
COC(=O)c1ccccc1NC(=O)COC(=O)CSc1nnc(N)s1,0.2,-3,1,5,2,2,-1,-2,-2,11
O=C1N[C@@H](Cc2ccccc2)C(=O)N2[C@@H]3N(S(=O)(=O)c4ccc(F)cc4)c4ccccc4[C@]3(Br)C[C@@H]12,-1.5,1,8,2,-11,8,-2,-23,-41,15
O=C(NCc1ccccc1)c1ccc2c(c1)C(=O)N(CC1CCCO1)C2=O (stereo unspecified),0.0,-6,7,7,-2,3,0,-12,-2,-1
COCCCN(Cc1ccco1)C(=O)Cn1ncc2c([nH]c3ccccc32)c1=O,1.7,-1,-6,5,-2,1,-8,0,-3,3
Cn1c(C(=O)OC(C(=O)NC2CCCCC2)c2ccncc2)cc2sccc21 (stereo unspecified),0.1,0,6,-1,5,-2,-9,4,-1,-2
Cc1ccc(S(=O)(=O)NC[C@H]2O[C@@H](n3cnc4c(N)ncnc43)[C@H](O)[C@@H]2O)cc1,3.1,-1,0,-1,4,-2,-4,1,/,0
CC(C)CC(=O)N1CCC(C(=O)NCC2COc3ccccc3O2)CC1 (stereo unspecified),/,1,-7,2,/,0,-3,2,/,-2
C=CCn1c(SCn2nnc3ccccc3c2=O)nc2scc(-c3cccs3)c2c1=O,-0.8,-2,1,1,-3,0,-3,1,-13,3
COC(=O)C1=CNC=C(C(=O)OC)C1c1ccccc1Cl,2.8,-2,1,3,3,0,1,-9,-4,-1
Cc1cccc(C(=O)NCC(=O)NCC2COc3ccccc3O2)c1 (stereo unspecified),1.1,-1,-7,3,4,0,0,-1,-6,-1
